Source: PubChem
EBNA-1 inhibitor: blocks EBNA-1 binding to DNA. EBNA-1 DNA binding, fluorescence polarization. inhibition, % at 14.8 µM. 300,000 compounds, 0.34% hits. AID 1950; in the data active = inhibition above about 28%
Fh CTSL1 inh: counter-screen for PFM18AAP inhibitors: inhibitors of F. hepatica cathepsin L1; inhibition, % at 5.96 µM; AID 1906; 300,000 compounds, 0.49% hits; recombinant F. hepatica cathepsin L1, Z-Leu-Arg-MCA fluorescence;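 active = inhibition above the mean of all tested compounds plus 3 SD, set per screening campaign, cut at about 17% in these data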;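 note: 0% = plate median of test compound wells and 100% = 1 µM Z-Phe-Ala-diazomethylketone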
ZTA counter: counter-screen for EBNA-1 inhibitors: inhibitors of Epstein-Barr virus ZTA; P03206; ZTA-DNA binding, fluorescence polarization; inhibition, % at 11 µM; 320,000 compounds, 0.15% hits; AID 2234; in the data active = inhibition above about 33%
Target sequence (P03206 whole entry, looked up): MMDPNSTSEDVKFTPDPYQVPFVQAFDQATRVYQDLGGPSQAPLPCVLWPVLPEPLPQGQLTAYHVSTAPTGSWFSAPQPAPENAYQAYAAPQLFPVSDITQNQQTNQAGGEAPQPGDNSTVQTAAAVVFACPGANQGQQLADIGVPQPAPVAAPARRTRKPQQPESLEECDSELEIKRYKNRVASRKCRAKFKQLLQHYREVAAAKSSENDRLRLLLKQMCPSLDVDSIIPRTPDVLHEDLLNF
PP5 inh: inhibitors of human protein phosphatase 5 (PP5); AID 1987; P53041; 320,000 compounds, 0.18% hits; inhibition, % at 6.7 µM; purified PP5c, OMFP substrate fluorescence;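 active = inhibition above the campaign's mean inhibition across all tested compounds plus 3 SD, cut at about 9.5% in these data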;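 note: 0% = DMSO only and 100% = 100 µM cantharidin control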
Target sequence (P53041 whole entry, looked up): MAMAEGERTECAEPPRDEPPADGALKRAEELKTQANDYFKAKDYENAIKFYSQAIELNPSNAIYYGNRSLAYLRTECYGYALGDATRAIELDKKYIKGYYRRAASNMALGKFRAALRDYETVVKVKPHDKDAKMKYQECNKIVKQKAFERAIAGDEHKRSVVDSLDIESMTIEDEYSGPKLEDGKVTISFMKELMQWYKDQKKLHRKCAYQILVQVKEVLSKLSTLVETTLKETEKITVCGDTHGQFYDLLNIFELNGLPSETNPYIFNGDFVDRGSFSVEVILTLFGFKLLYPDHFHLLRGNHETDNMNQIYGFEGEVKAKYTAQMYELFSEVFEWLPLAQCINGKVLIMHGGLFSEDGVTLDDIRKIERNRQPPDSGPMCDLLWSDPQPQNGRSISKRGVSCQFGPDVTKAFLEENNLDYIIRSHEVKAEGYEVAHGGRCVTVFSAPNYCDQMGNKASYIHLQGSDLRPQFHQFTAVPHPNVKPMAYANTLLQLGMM
HCV core dimer: blocks dimerization of HCV core protein. TR-FRET GST/Flag-core106 dimerization, 1536-well. inhibition, % at 5 µM. 300,000 compounds, 0.33% hits. AID 1899;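 active = inhibition above the mean of all tested compounds plus 3 SD, set per screening campaign, cut at about 45% in these data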
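System – GST-tagged and Flag-tagged HCV core protein residues 1-106 · Repeats – one well for each compound · Technique – TR-FRET 671 and 617 nm emission · Doses – one concentration, 5 µM, in 0.5% DMSO · Times – 4 h, 22.5 °C incubation · Also added – Eu donor and XL665 acceptor anti-tag antibodies · Measure – percent inhibition of core106 dimerization signal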
PREPL inhibitor: inhibitors of human prolyl oligopeptidase-like enzyme PREPL; inhibition, % at 5.96 µM; 320,000 compounds, 0.68% hits; recombinant PREPL, fluorescence polarization activity-based probe; Q4J6C6; in the data active = inhibition above about 43%;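 note: 0% = enzyme with DMSO and 100% = wells lacking enzyme; many of its hits are not listed in these tables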
TPT1 inhibitor: blocks Candida albicans tRNA 2'-phosphotransferase. recombinant caTPT1, FP RNA substrate dephosphorylation. inhibition, % at 5 µM. 300,000 compounds, 0.81% hits;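 active = inhibition above the mean of all tested compounds plus 3 SD, set per screening campaign, cut at about 24% in these data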;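 note: plate controls were DMSO alone for no effect and ferristatin control at 100 nM for full effect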
PP1 inh: counter-screen for PP5 inhibitors: inhibitors of human PP1-alpha | P62136 | purified PP1alpha, OMFP fluorescence | inhibition, % at 6.7 µM | 320,000 compounds, 0.9% hits | AID 2235;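 active = inhibition above the mean inhibition of all tested compounds plus 3 SD, computed separately for each screening campaign, cut at about 15% in these data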
Target sequence (P62136 whole entry, looked up): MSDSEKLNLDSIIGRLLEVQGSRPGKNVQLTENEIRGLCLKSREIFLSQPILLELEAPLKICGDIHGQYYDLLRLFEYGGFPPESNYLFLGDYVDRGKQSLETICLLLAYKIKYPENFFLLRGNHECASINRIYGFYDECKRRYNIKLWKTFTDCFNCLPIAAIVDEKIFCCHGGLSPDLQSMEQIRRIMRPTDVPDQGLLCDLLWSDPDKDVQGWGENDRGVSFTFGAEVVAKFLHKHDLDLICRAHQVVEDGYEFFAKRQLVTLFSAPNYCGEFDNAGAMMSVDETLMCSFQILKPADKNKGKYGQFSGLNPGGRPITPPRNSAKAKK
Efflux pump inh: blocks antifungal efflux pumps in multiplex yeast assay; S. cerevisiae Candida pump triplex, Nile Red efflux; inhibition, % at 10 µM; 330,000 compounds, 0.44% hits;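 active = plate passing quality check with inhibition over a set limit, or well fluorescence over plate mean plus 4 SD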;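 note: Nile Red retained in pooled yeast measured as flow cytometry median fluorescence; 0% = buffer negative control and 100% = Enniatin B positive control; higher means more Nile Red kept so more efflux inhibition; some compounds called inactive have numbers as strong as hits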
The depositor's hits bear a star.

SMILES	EBNA-1 inhibitor	Fh CTSL1 inh	ZTA counter	PP5 inh	HCV core dimer	PREPL inhibitor	TPT1 inhibitor	PP1 inh	Efflux pump inh
C=CCOC(=O)C1=C(C)NC(=O)NC1c1ccc2c(c1)OCO2 (centres undefined)	8	-2	4	2.6	1	-6	-1	-4	0.0
CCCCNC(=O)c1ccc(SCC(=O)N(CC)CC)c([N+](=O)[O-])c1	-4	-1	7	-2.1	9	1	0	-3	0.2
O=S(=O)(NCC(c1cccnc1)N1CCN(c2ccc(F)cc2)CC1)c1cccs1 (centres undefined)	-13	-2	-1	0.6	5	29	-1	-3	0.1
CN(C)C1=NC[C@H](Cc2ccccc2)N1CC1CCCCC1	-1	-1	-23	3.9	0	13	0	1	-0.1
CCOC(=O)c1ccc(NC(=O)COc2ccccc2CNCCc2ccccc2)cc1	3	-1	2	-1.4	3	-52	-1	4	0.3
COc1ccccc1CNC(=O)C(C)c1ccc([N+](=O)[O-])cc1 (centres undefined)	0	-1	-16	-0.1	-2	-1	0	-3	-0.2
COc1ccc(OC)c(C(=O)CSc2nnc(Cc3cccs3)n2CCc2ccccc2)c1	4	2	10	-1.6	13	8	0	7	-0.2
COc1ccccc1/C=C/C=N/NC(=O)Cc1cccs1	-5	2	-11	3.8	-14	-6	-3	3	0.1
CCS(=O)(=O)c1nc(S(=O)(=O)c2ccc(Cl)cc2)c(NCCCN2CCOCC2)s1	5	3	-14	2.8	9	7	-2	-5	-0.1
CC(=O)/C(N=Nc1ccc(C(=O)O)cc1[N+](=O)[O-])=C(\C)O	9	1	13	-1.9	1	-3	-3	7	0.1
COc1cc(O)c(C(CCN2CCN(c3ccccc3)CC2)c2ccc(N(C)C)cc2)c(OC)c1 (centres undefined)	-2	-1	6	5.5	-12	18	2	3	0.1
O=S(=O)(Nc1cccc(-c2nnco2)c1)c1ccc(Cl)cc1	11	-1	6	-0.2	-5	23	-1	-2	-0.1
Cc1ccc(/C=N/NC(=O)CNC(=O)c2cccs2)o1	-5	1	-9	-1.4	-3	11	0	1	0.1
NC(=O)CSc1nnc(-c2ccccn2)n1Cc1ccco1	13	0	0	0.7	-5	11	0	-3	0.0
Cc1c(CC(=O)NCC(=O)O)c(=O)oc2cc3occ(-c4ccccc4)c3cc12	-2	3	-19	2.1	3	-8	2	3	0.1
COc1ccc(C(=O)N/N=C\c2coc3ccc(C)cc3c2=O)cc1	-3	1	16	0.4	4	6	-4	-1	0.1
CN(CCOc1ccc(F)cc1)Cc1ccccc1	2	-2	-5	2.1	7	-22	-1	3	0.0
COc1cc(NC(=S)NC(=O)c2ccc(F)cc2)ccc1NC(=O)c1ccco1	40*	-1	3	-1.1	7	1	-1	-2	0.2
C=CCn1c(=O)c(C(=O)Nc2cccnc2)c(O)c2ccccc21	11	1	-12	-0.9	2	9	-6	2	-0.1
CN(C(=O)c1ccno1)c1nnc(-c2ccccn2)s1	-2	-4	-15	2.3	-1	0	-2	-4	0.1
C/C(=N/NC(=O)CSc1nc2ccccc2s1)c1ccncc1	-6	-3	6	0.1	3	16	-3	3	-0.1
Cc1c2cnn(CC(=O)NCCCN3CC(C)CC(C)C3)c(=O)c2c(C)n1Cc1ccccc1Cl (centres undefined)	-20	2	-2	2.4	-6	22	3	4	0.2
CCOC(=O)CSc1ccc(C(=O)NCCCN2CCOCC2)cc1[N+](=O)[O-]	8	-2	2	-3.6	-4	-6	2	-5	-0.1
Cc1ccc(S(=O)(=O)NCC(c2ccco2)N2CCc3ccccc32)cc1 (centres undefined)	-2	3	17	4.5	4	-35	-2	1	0.1
COc1cc(CO)ccc1OCC(=O)Nc1ccc(Br)cc1	-8	-1	0	1.4	-4	5	-6	-1	0.0
O=C(c1ccccc1-n1cccn1)N1CCc2c([nH]c3ccccc23)C1c1ccccn1 (centres undefined)	-7	-7	-9	1.5	6	6	1	-2	0.1
COc1ccccc1Nc1ccncc1[N+](=O)[O-]	5	1	0	4.4	-5	-6	0	-1	0.0
COc1ccc2nc(-c3ccccc3)nc(C3CCCCC3)c2c1	-2	-9	-2	1.4	-5	15	3	-2	0.2
COC(=O)NCC(c1ccco1)N1CCN(c2ccc(OC)cc2)CC1 (centres undefined)	-6	-3	-19	-0.5	0	13	-4	-4	0.0
O=S(=O)(CCOc1ccccc1)c1nc2ccccc2[nH]1	20	1	24	1.4	4	-13	-2	3	-0.1

Compound profiles, from the list above. Order of values: EBNA-1 inhibitor	Fh CTSL1 inh	ZTA counter	PP5 inh	HCV core dimer	PREPL inhibitor	TPT1 inhibitor	PP1 inh	Efflux pump inh
COc1ccc(C(=O)N/N=C\c2coc3ccc(C)cc3c2=O)cc1 in the list: -3	1	16	0.4	4	6	-4	-1	0.1
C/C(=N/NC(=O)CSc1nc2ccccc2s1)c1ccncc1 in the list: -6	-3	6	0.1	3	16	-3	3	-0.1
COc1cc(CO)ccc1OCC(=O)Nc1ccc(Br)cc1 in the list: -8	-1	0	1.4	-4	5	-6	-1	0.0
COc1ccccc1Nc1ccncc1[N+](=O)[O-] in the list: 5	1	0	4.4	-5	-6	0	-1	0.0

Continuation.
SMILES	EBNA-1 inhibitor	Fh CTSL1 inh	ZTA counter	PP5 inh	HCV core dimer	PREPL inhibitor	TPT1 inhibitor	PP1 inh	Efflux pump inh
CCc1nnc(N/N=C/c2c(C)[nH]c3ccccc23)n1N	-1	3	6	-4.1	-17	14	-2	-1	-0.1
O=C(NCc1nc2ccccc2[nH]1)C1=C[C@@H](c2ccc(C(F)(F)F)cc2)C[C@@H](OCCCCO)O1	2	1	-2	3.1	-3	1	-1	3	-0.1
COc1cc(C)c(S(=O)(=O)N2CCOCC2)cc1C(C)C	6	-4	9	0.9	4	2	-2	-5	0.0
CCOC(=O)CSc1nc2c(sc(=S)n2-c2ccccc2OC)c(=O)n1Cc1ccco1	-7	5	10	5.9	7	6	1	4	0.0
O=C(N/C(=C\c1ccccc1)C(=O)N1CCOCC1)c1cccc(Br)c1	-8	-1	-2	-1.0	1	1	-4	-11	-0.3
Cc1ccccc1-n1c(=O)cc(N2CCN(C(=O)c3ccco3)CC2)[nH]c1=O	-20	-2	-19	1.8	-13	0	-2	0	-0.2
O=C(Nc1ccccc1)c1cc([N+](=O)[O-])ccc1NC1CCCCC1	6	8	17	0.9	20	9	-3	-1	-0.1
Cc1ccc(NC(=O)c2ncn[nH]2)cc1	7	0	10	-0.4	5	1	3	-5	-0.1
COc1ccc(OCCNC(=O)C(Cc2c[nH]c3ccccc23)NC(C)=O)cc1 (centres undefined)	-14	-11	-22	-1.6	1	9	0	3	0.3
CCOC(=O)CC(=O)c1cc(OC)c(OC)c(OC)c1	-11	-4	-4	2.2	-1	11	2	-4	0.8*
CCOC(=O)c1c(C)oc2c1c1c(c3ccccc32)OCN(CCCC(=O)O)C1	4	3	20	1.3	1	4	3	-3	-0.2
COc1ccc(NC(=O)c2ccc(Br)o2)c([N+](=O)[O-])c1	0	-3	5	1.8	9	-2	-1	0	0.2
COc1ccccc1N1C(=O)[C@@H]2C(C(=O)CN3C(=O)c4ccccc4C3=O)=NN[C@@H]2C1=O	-4	1	-4	3.4	0	2	-1	-5	0.1
NC(=O)CN1C(=O)C(=O)N(Cc2cccc(C(F)(F)F)c2)C1=O	-4	-3	-7	-0.5	4	-6	-2	3	-0.1
COc1ccccc1C(=O)Nc1ccc2oc(-c3ccc(F)cc3)nc2c1	9	4	0	-1.4	5	0	2	19*	0.4
CCOC(=O)N1CCN(CCC(=O)Nc2ccc(Br)cc2)CC1	-15	-3	1	7.0	3	8	2	0	0.3
COC(=O)c1ccccc1-n1c(CCC(=O)O)ccc1-c1ccccc1	11	2	-10	-1.1	-6	2	-1	-1	-0.1
O=S(=O)(c1ccc(Br)cc1)N1CCC(c2nc3ccccc3[nH]2)CC1	-8	-2	-19	3.9	10	-33	5	4	0.0
Cc1ccc2c(CN3CCN(S(=O)(=O)/C=C/c4ccccc4)CC3)cc(=O)oc2c1	12	-5	18	-0.5	12	-82	0	11	-0.1
Cc1ccc(C)c(OCCn2cc(C(=O)O)c3ccccc32)c1	10	5	12	-1.1	8	-5	3	-3	-0.1
COc1cc(/C=C2\C(=O)ON=C2c2ccccc2)cc(OC)c1OC	-6	-3	1	1.1	2	1	1	-9	0.1
O=C(CCc1c[nH]c2ccccc12)N[C@@H](Cc1c[nH]c2ccc(O)cc12)C(=O)O	3	-2	3	1.4	4	4	0	-1	0.2
COc1ccc(NC(=O)CN(C)S(=O)(=O)c2cnc[nH]2)cc1Cl	-9	-4	-15	2.6	-24	9	-1	0	0.2
O=C(N/N=C/c1ccccc1OC(F)F)NC1CCCCC1	3	2	-8	11*	3	8	-2	5	0.0
Cc1cc(=O)oc2cc(OC(=O)C3CCN(C(=O)c4ccc(F)cc4)CC3)ccc12	-2	0	2	2.2	4	3	-5	-3	0.2
CCCN1CCC(=O)N([C@H](COc2ccccc2)c2ccccc2)CC1	4	-3	13	0.0	-12	-8	-1	0	-0.1
c1cn2c(Nc3ccc4c(c3)OCCO4)c(-c3ccc(N4CCOCC4)cc3)nc2cn1	-6	-4	6	-2.3	-2	26	-2	1	0.1
Cc1csc(NC(=O)CSc2ccc3nnc(CCNS(=O)(=O)c4ccccc4)n3n2)n1	-11	-7	-8	1.5	-5	13	7	-4	0.8
N#CCSc1ccsc1C(=O)Nc1ccc(F)cc1	6	3	-3	2.9	-4	18	-3	-2	-0.1
CCCCCCCCCC(=O)NNC(=O)c1c(O)c2ccccc2n(CC)c1=O	-6	0	-5	1.7	8	-5	1	-1	0.0
CCc1cccc(OCCCCN(CC)CC)c1	6	-1	5	0.8	-9	0	-6	0	0.0
Cc1cc(C)nc(N2CCCC(C(=O)NCCC3=CCCCC3)C2)n1 (centres undefined)	7	1	15	0.0	-2	5	-2	-2	0.0
COc1cccc(NC(=S)N(Cc2ccc(C(=O)O)cc2)Cc2ccc(OC)c(OC)c2)c1	5	0	7	-3.0	4	9	-3	0	0.0
O=C(NC(Nc1nc2ccccc2s1)(C(F)(F)F)C(F)(F)F)c1ccccc1	2	1	-7	0.5	-7	1	-2	-1	-0.2
O=C(NCc1ccccc1)C(c1ccccc1F)N(CC1CCCO1)C(=O)c1ccccn1 (centres undefined)	0	3	-10	4.3	13	1	-5	-1	0.1
CCOc1c(Cl)cc(CNCC(C)C)cc1OC	-6	-3	-8	1.8	-2	7	-2	0	0.8
COc1ccc(/C=C/c2cc(=O)c3cc(Cl)ccc3o2)cc1	-7	2	-15	0.0	8	-21	-3	0	0.0
Cc1cc(OCC(=O)Nc2ccc3oc(-c4ccncc4)nc3c2)ccc1Cl	-3	0	-11	1.0	-28	-29	-4	4	0.0
Nc1nc(SCC(=O)Nc2cc(C(F)(F)F)ccc2N2CCOCC2)n[nH]1	3	0	14	-0.2	2	18	-2	-2	0.0
O=c1c(/C=C(\O)c2ccc(F)cc2)nc2ccccc2n1-c1ccccc1	4	0	-2	1.5	26	-5	62*	2	-0.1
O=C(CSc1cccc[n+]1[O-])Nc1ccccc1Oc1ccccc1	-1	-1	1	1.0	-12	4	1	5	1.0*
Cc1ccccc1NC(=O)C(=O)NC(C)CCc1ccccc1 (centres undefined)	-3	3	10	0.6	-3	6	3	-2	-1.0
O=[N+]([O-])c1ccc(S(=O)(=O)Nc2ccc3c(c2)OCCO3)cc1	5	-2	4	-1.7	-1	11	-3	1	-0.1
CCn1c(SCC(=O)Nc2ccc3c(c2)c2ccccc2n3CC)nnc1-c1cnccn1	4	4	0	3.9	4	13	10	11	0.0

An excerpt (hit frequency here may not be typical).
